TbREL1 inh: TbREL1 RNA ligase inhibitors, primary screen, biochemical, FRET fluorescence; RNA-editing ligase 1, mitochondrial (Trypanosoma brucei brucei), P86926; TbREL1 RNA ligation; inhibition, % at 9.66 µM; hit rate 0.49% among 89,000; AID 1117264, 2014;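 active = inhibition above the mean inhibition across all screened compounds plus 3 SD, cut at about 11% in these data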;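 note: 0% = plate median of test wells and 100% = NSC42067 control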
Target sequence (P86926 whole entry, looked up): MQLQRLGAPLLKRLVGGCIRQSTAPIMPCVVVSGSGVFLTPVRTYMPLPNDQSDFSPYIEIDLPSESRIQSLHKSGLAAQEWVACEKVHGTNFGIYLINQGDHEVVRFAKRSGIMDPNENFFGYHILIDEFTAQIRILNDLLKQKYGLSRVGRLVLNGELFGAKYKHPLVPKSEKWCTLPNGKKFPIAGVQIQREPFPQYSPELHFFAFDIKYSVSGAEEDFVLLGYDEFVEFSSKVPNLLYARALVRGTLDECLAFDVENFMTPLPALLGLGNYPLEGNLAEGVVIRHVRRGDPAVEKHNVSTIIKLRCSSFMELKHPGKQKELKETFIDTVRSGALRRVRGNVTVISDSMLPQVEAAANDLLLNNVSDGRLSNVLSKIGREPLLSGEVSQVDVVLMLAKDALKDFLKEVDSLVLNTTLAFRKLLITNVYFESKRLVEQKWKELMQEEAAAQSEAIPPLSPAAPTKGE
Starred values were filed as active, the others as inactive.

TbREL1 inh	SMILES
7	COc1ccc(CNC(=O)C(=O)NCC2OCCCN2S(=O)(=O)c2cccs2)cc1 (stereo not drawn)
1	CCCN(CC1CC1)c1c2c(nc3ncnn13)CCCC2
4	COc1cc(-c2noc(C)c2C#Cc2ccsc2)cc(OC)c1OC
-6	C[C@@H]1CCCCO[C@H](CN(C)Cc2ccc(C(=O)O)cc2)[C@@H](C)CN([C@H](C)CO)C(=O)c2cc(N(C)C)ccc2O1
3	O=C(COC(=O)c1cccc(Br)c1)NCCNC(=O)COC(=O)c1cccc(Br)c1
6	O=C(NCCCN1CCCC1=O)Nc1ccccc1Cl
0	Cc1cccc(C)c1Cn1c(C)c(C(=O)NCc2ccc([N+](=O)[O-])cc2)sc1=O
5	COc1ccc(NC(=O)c2cccs2)cc1NC(=O)c1ccco1
2	O=C(c1ccc(F)cc1)N(Cc1ccccc1)C1CCS(=O)(=O)C1 (stereo not drawn)
4	CC(Sc1ncn[nH]1)C(=O)Nc1ccc(Cl)cn1 (stereo not drawn)
-2	Cc1noc(C)c1NC(=O)Nc1cccc2c1O[C@H](CN(C)C(=O)Nc1ccccc1)[C@@H](C)CN([C@H](C)CO)C2=O
2	O=C(Nc1nccs1)C1CC(=O)N(CCc2ccc(F)cc2)C1 (stereo not drawn)
8	CC(=O)Oc1cccc(N2C(=O)c3ccc(C(=O)O)cc3C2=O)c1
1	COC(=O)CNC(=O)C1(C)C=CCN1C(=O)c1ccccc1 (stereo not drawn)
0	N#CC(c1ccc(O)cc1)N1CCN(C(C#N)c2ccc(O)cc2)CC1 (stereo not drawn)
5	O=C(COC(=O)c1cc(=O)[nH]c2ccccc12)Nc1nc(-c2ccccc2)cs1
3	O=C(NCc1ccc2c(c1)OCO2)c1cccnc1
-7	COc1ccc(N2CCN(C(=O)c3ccccc3)CC2)c([N+](=O)[O-])c1
-1	O=C(NC1CCCC1)C1CCN(S(=O)(=O)c2cccc3cccnc23)CC1
-1	COc1ccc(-c2noc(CCC(=O)NCCN(C)Cc3ccccc3)n2)cc1
-2	CCN(CC)CCCN1C(=O)C2C(C(=O)Nc3ccc(C(C)C)cc3)C3C=CC2(O3)C1C(=O)NC1CCCCC1 (stereo not drawn)
2	CC12CCC(C(=O)NCc3ccccc3Cl)(CC1=O)C2(C)C (stereo not drawn)
-3	COc1ccc(/C=N/NC(=O)c2csc(-n3nc(C)cc3C(F)(F)F)n2)cc1
3	COc1ccccc1NC(=O)N(Cc1cccs1)Cc1cc2cc3c(cc2[nH]c1=O)OCO3
1	CCN(CC)CCC(c1ccc2c(c1)OCO2)c1c(OC)cc(OC)c2ccc(=O)oc12 (stereo not drawn)
5	CCC1Oc2ccc(C)cc2N(CC(=O)NC2CCCCC2)C1=O (stereo not drawn)
-5	CNc1c(NS(=O)(=O)c2cc(NC(C)=O)ccc2C)c(=O)oc2ccccc12
1	Cc1nc2sc(C(c3ccco3)N3CCOCC3)c(O)n2n1 (stereo not drawn)
-1	COc1ccc(N=C2SC(CC(=O)Nc3ccccc3)C(=O)N2CC2CCCO2)cc1 (stereo not drawn)
-1	CC1CCOC2(O1)C(=O)Nc1ccccc12 (stereo not drawn)

Laid out differently: 4 of the compounds above
SMILES | TbREL1 inh
O=C(COC(=O)c1cccc(Br)c1)NCCNC(=O)COC(=O)c1cccc(Br)c1 | 3
COc1ccc(/C=N/NC(=O)c2csc(-n3nc(C)cc3C(F)(F)F)n2)cc1 | -3
COC(=O)CNC(=O)C1(C)C=CCN1C(=O)c1ccccc1 (stereo not drawn) | 1
CCN(CC)CCC(c1ccc2c(c1)OCO2)c1c(OC)cc(OC)c2ccc(=O)oc12 (stereo not drawn) | 1

By substructure: the compounds so far with a COOH group (2)
TbREL1 inh	SMILES
-6	C[C@@H]1CCCCO[C@H](CN(C)Cc2ccc(C(=O)O)cc2)[C@@H](C)CN([C@H](C)CO)C(=O)c2cc(N(C)C)ccc2O1
8	CC(=O)Oc1cccc(N2C(=O)c3ccc(C(=O)O)cc3C2=O)c1

Next part
TbREL1 inh	SMILES
-2	O=C(NC1CCCCCC1)c1cc(S(=O)(=O)N2CCCCC2)ccc1N1CCOCC1
2	COc1ccc(CN2CCn3ncc(C(=O)Nc4ccc(Cl)cc4Cl)c3C2=O)cc1
0	Nc1cc(C(=O)O)c(Oc2ccc(Cl)cc2Cl)cc1C(=O)O
-3	COc1ccc(CN(CCCn2cnc3c(OC)ncnc32)CCCn2cnc3c(OC)ncnc32)cc1
0	O=C(O)CC1(CC(=O)Nc2cc3ccccc3cn2)CCCCC1
0	CCCCn1c(O)c(C(CC)=Nc2ccc3c(c2)CCC3)c(=O)[nH]c1=O
-1	Cc1cc(C(=O)NC2=NCCS2)cs1
-2	COC(=O)[C@@]12C[C@@H](CC(=O)NCc3ccccc3)C(=O)N(Cc3ccc4c(c3)OCO4)C1=CCC(C)(C)C2
5	O=[N+]([O-])c1ccc(CN2C=NS(=O)(=O)c3ccccc32)cc1
-1	CCN(CC)S(=O)(=O)c1cc(NC(=O)C(C)N(C)CC(=O)Nc2c(C)cccc2C)ccc1C (stereo not drawn)
1	CCOC(=O)c1c(S(=O)(=O)NCc2ccco2)c(C)n(C)c1C
-1	C[C@@H]1CN([C@H](C)CO)C(=O)c2c(c3ccccc3n2C)-c2ccccc2CO[C@H]1CN(C)Cc1ccc(C(F)(F)F)cc1
-2	COc1ccc(NC(=O)CN2CCN(c3ccc(F)cc3)CC2)cc1Cl
1	COc1ccc(NS(=O)(=O)c2ccc(-c3coc(C)n3)cc2)cc1
-1	CN1C(=O)[C@H]2[C@@H](C3CC3)N3C(=O)CN(Cc4ccccc4)C(=O)[C@@]3(C)[C@H]2C1=O
-4	O=C(NC(=S)Nc1cc(Cl)ccc1N1CCOCC1)c1ccccc1[N+](=O)[O-]
-1	Cc1ccc(NC(=O)CN2CCCCCC2)c(Br)c1
-2	CSCCC(NC(=O)c1ccco1)C(=O)O (stereo not drawn)
1	Cc1ccc(-c2cc3onc(-c4ccccc4)c3c(=O)n2C)cc1
1	COc1ccc(C(=O)Nc2ccc(S(=O)(=O)Nc3ncccn3)cc2)cc1OC
-1	C=CCNc1cccc(Br)c1
1	O=C(O)c1ccccc1C(=O)Nc1ccccc1[N+](=O)[O-]
0	COc1ccc(CC(=O)Nc2nc(C)cs2)cc1OC
4	CCCCc1nccn1CCn1ccnc1CCCC
8	COc1ccc(Oc2c(Cl)cnn(C3c4ccccc4-c4ccccc43)c2=O)cc1
4	Cc1cc(C)c(NC(=O)C2=CCN(S(=O)(=O)c3ccc(F)cc3)CC2)c(C)c1
-2	O=C(CN1CCOCC1)NNc1nc(-c2ccccc2)c2cc(Br)ccc2n1
-3	CCCn1c(N)c(C(=O)CSc2nc3ccccc3n2CCC#N)c(=O)n(C)c1=O
-3	COc1ccc2[nH]c3c(c2c1)CCN1C(=O)C(CC(=O)NCc2cccc(C(F)(F)F)c2)C[C@H](C(=O)N2CCCCC2)[C@@]31CCc1ccccc1 (stereo partly drawn)
0	COc1cc(NC(=O)c2ccnnc2)cc(C(=O)Nc2cccc(C(F)(F)F)c2)c1
-1	Cc1c(NC(=O)c2nn3c(C(F)(F)F)cc(-c4ccccc4)nc3c2Cl)c(=O)n(-c2ccccc2)n1C
2	C#CCOCCOCCOCCNc1nc(N2CCN(C(=O)[C@H](CCCN=C(N)N)n3cc(C(N)[C@@H](C)CC)nn3)CC2)nc(N2CCN(C(=O)[C@H](CCC(=O)O)n3cc([C@@H](N)CCCCN)nn3)CC2)n1 (stereo partly drawn)
-2	Cc1ccccc1CS(=O)(=O)c1snnc1C
3	CC(C)C1C(=O)N(Cc2cn(CC3CCCCC3)nn2)CCS(=O)(=O)N1Cc1ccc(-c2ccc(F)nc2)cc1 (stereo not drawn)
-1	Cc1noc(C)c1COc1ccccc1C(=O)N1CCN(c2cccc(C(F)(F)F)c2)CC1
-1	CCOC(=O)C1CCN(c2c(NCCN3CCCCC3C)c(=O)c2=O)CC1 (stereo not drawn)
-1	CCc1ccc(Nc2n[n+](C)c(-c3ccncc3)s2)cc1
2	O=C(Nc1ccon1)c1sc2cc(Cl)ccc2c1Cl
-5	COc1ccc(N2CCN(C(=O)COC(=O)[C@@H](NC(=O)OCc3ccccc3)C(C)C)CC2)cc1
1	CCCCOc1ccc(NC(=O)Cn2c(=O)ccc3c(C)cc(C)nc32)cc1
2	CC(=O)Nc1ccc(S(=O)(=O)NC(C)c2nc(-c3ccccc3)no2)cc1 (stereo not drawn)
-3	O=C(c1ccccc1F)N1CCN(S(=O)(=O)c2ccc3c(c2)OCCO3)CC1
0	CCOC(=O)N1CCN(C(=O)CSc2nnc3[nH]c(=O)c(C)c(C)n23)CC1
2	O=C(O)c1cc(Cl)c2ccccc2c1O
0	Cc1nnc2sc(SCc3ccc(Cl)cc3)nn2c1=O
0	O=C(Cn1cnc([N+](=O)[O-])c1)c1ccc(F)cc1
3	Clc1ccc(-c2nc3ccccc3[nH]2)cn1
0	CCN(CC)S(=O)(=O)c1ccc(OC)c(N)c1
1	Cc1ccc(NC(=O)CCCCCN2C(=O)[C@@H]3Cc4ccccc4CN3C2=O)c(Cl)c1
2	O=C(NCc1c(F)cccc1F)C1C2C=CC3(CN(Cc4ccccc4)C(=O)C13)O2 (stereo not drawn)
3	CCN(C(=O)CSc1ccc(S(=O)(=O)N2CCOCC2)cn1)c1ccccc1
-3	CCC1(C(=O)OC)NC(c2ccco2)C2C(=O)N(c3ccc(F)cc3)C(=O)C21 (stereo not drawn)
-1	CCN(C(=O)c1ccccc1)c1ccc([N+](=O)[O-])cc1
0	COc1cc(/C=N/NC(=O)c2cncc(Br)c2)cc([N+](=O)[O-])c1O
2	Cc1ccc(-c2ccc(SCC(=O)NC3CCCC3)nn2)cc1
2	O=C(CCC(=O)c1ccc(Cl)cc1)OCc1nc2ccsc2c(=O)[nH]1
-2	CN1CCN(c2ccccc2NC(=O)c2cccs2)CC1
0	COc1ccc(CCN2C(=NC(=O)C(C)C)SC3CS(=O)(=O)CC32)cc1 (stereo not drawn)
-1	c1ccc(CN2CCN(c3nc(-c4ccccn4)nc4ccccc34)CC2)cc1
-1	CCCCN(C)c1nc(-c2ccco2)c2c(c1C#N)CC(C)(C)OC2

Rewritten field by field: part of the list above.
> CCN(CC)S(=O)(=O)c1ccc(OC)c(N)c1
  TbREL1 inh: 0

> O=C(c1ccccc1F)N1CCN(S(=O)(=O)c2ccc3c(c2)OCCO3)CC1
  TbREL1 inh: -3

> CCOC(=O)C1CCN(c2c(NCCN3CCCCC3C)c(=O)c2=O)CC1 (stereo not drawn)
  TbREL1 inh: -1

> CCN(C(=O)CSc1ccc(S(=O)(=O)N2CCOCC2)cn1)c1ccccc1
  TbREL1 inh: 3

Other records.
TbREL1 inh	SMILES
0	CC1CCCN(Cc2nc3c(c(=O)n(C)c(=O)n3C)n2CC(N)=O)C1 (stereo not drawn)
-1	CCOc1cc(/C=C2/C(=O)N(c3ccccc3)N=C2C)ccc1OC(=O)c1ccco1
4	COc1ccc(C2(CNC(=O)CCC(=O)O)CCCC2)cc1
-1	COc1ccc(C2=NN3C(C2)c2ccccc2OC32C(=O)N(C)c3ccccc32)cc1 (stereo not drawn)
0	CC(OC(=O)C1CC1C)C(=O)Nc1ccc(Cl)cn1 (stereo not drawn)
-1	COc1ccc(-c2nc(CC(=O)Nc3cccc(S(=O)(=O)NC4=NCCC4)c3)cs2)cc1
-3	Cc1cccnc1NC(N)=S
-2	COc1cc(NC(=O)COC(=O)CNC(=O)C23CC4CC(CC(C4)C2)C3)cc(OC)c1
4	CCn1c(SCC(=O)N2CCOCC2)nnc1C(C)NC(=O)c1ccccc1 (stereo not drawn)
-2	COc1ccc(C(CNC(=O)CN2C(=O)NC3(CCCC3)C2=O)N(C)C)cc1 (stereo not drawn)
0	O=C1CCCN1c1ccc(Br)cc1
1	CCN(CC(=O)Nc1ccc2c(c1)OCCO2)C(=O)C1CCCCC1
5	O=C(c1cnn2c1NC(c1ccco1)CC2C(F)(F)F)N1CCN(c2cccc(Cl)c2)CC1 (stereo not drawn)
-4	COc1ccccc1NC(=O)CN1CCN(c2ccccc2F)CC1
-5	CN(C)c1ccc(C(=S)N2CCN(C(=S)Nc3ccccc3)CC2)cc1
-3	COc1cc(C(c2c(C)[nH][nH]c2=O)c2c(C)[nH][nH]c2=O)ccc1OS(=O)(=O)c1ccccc1
-1	c1cc(-c2nnc(-c3ccncc3)o2)ccn1
0	Cc1c(/C=N/NC(=O)CNc2ccccc2)c2ccccn2c1C(=O)c1ccncc1
7	COc1ccc(N2CCN(CC(=O)Nc3sccc3C#N)CC2)cc1
-3	CCc1nc(SCC(=O)Nc2ccc(N(CC)CC)cc2)n[nH]1
-4	O=C(c1ccc(Cl)c(S(=O)(=O)N2CCCCCC2)c1)N1CCN(c2ccccn2)CC1
9	CC(CCc1ccccc1)NC(=O)COC(=O)c1ccc(S(C)(=O)=O)c([N+](=O)[O-])c1 (stereo not drawn)
0	CC(=O)NC1CCCCN(C(C)C)C1=O (stereo not drawn)
-1	COc1ccc(C(=O)Nc2ccc(Cl)cc2C(=O)N2CCCC(C)C2)cc1OC (stereo not drawn)
0	CSc1nc(-c2ccco2)nn1C(=O)c1ccccc1Cl
2	CCCOc1ccc(F)cc1-c1cc(C(=O)NCc2ccco2)[nH]n1
-1	Cc1cccc(C(=O)NC(=S)N2CCN(C)CC2)c1
-1	CC1(c2ccccc2)NC(=O)N(CC(=O)Nc2cc(C(F)(F)F)ccc2N2CCCCC2)C1=O (stereo not drawn)
5	CCCc1ccc2oc(C(=O)N(C)Cc3nccs3)c(C)c2c1
-4	CC(C)(C)NC(=O)Cn1c(=O)oc2cc(S(=O)(=O)N3CCc4ccccc43)ccc21
-4	CN1CCN(c2nc3ccccc3nc2C(C#N)C(=O)OC2CCCCC2)CC1 (stereo not drawn)
1	CSC1=NCCN1C(=O)c1c(-c2ccccc2Cl)noc1C
-2	O=C(NC1CCCCN(Cc2ccc(Cl)cc2)C1=O)c1ccc(Cl)cc1Cl (stereo not drawn)

Some of the compounds tested; rates above refer to the full screens.
